Screens as filed in PubChem.
CHT allo act – allosteric activators of human choline transporter CHT; CHT-expressing cells, membrane potential dye, choline EC20; hits give high values; LV-AA mutant CHT in HEK293 cells; B-score at 10 µM; 310,000 tested, 0.49% active; AID 488977;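 active means initial fluorescence not abnormally high and integrated response B-score, plate-corrected, over 3 SD above library mean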
Target sequence (Q9GZV3 whole entry, looked up): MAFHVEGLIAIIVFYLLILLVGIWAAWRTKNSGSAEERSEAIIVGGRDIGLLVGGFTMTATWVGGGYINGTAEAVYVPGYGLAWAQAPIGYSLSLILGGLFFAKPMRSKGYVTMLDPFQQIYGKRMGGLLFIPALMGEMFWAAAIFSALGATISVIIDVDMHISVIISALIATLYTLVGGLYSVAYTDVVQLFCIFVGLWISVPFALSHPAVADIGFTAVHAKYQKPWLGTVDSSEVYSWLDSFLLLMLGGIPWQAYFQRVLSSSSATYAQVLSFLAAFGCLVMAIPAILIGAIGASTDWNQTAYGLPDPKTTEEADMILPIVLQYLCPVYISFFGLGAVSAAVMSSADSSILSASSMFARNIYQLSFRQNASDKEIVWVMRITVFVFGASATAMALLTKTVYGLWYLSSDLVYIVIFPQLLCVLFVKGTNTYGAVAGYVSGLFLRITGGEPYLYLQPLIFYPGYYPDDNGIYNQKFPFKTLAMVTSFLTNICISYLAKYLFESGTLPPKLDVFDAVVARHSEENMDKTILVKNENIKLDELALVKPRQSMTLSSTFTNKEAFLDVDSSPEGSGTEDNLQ
OX1R antag-1 – antagonists of human orexin 1 receptor (OX1R); 330,000 tested, 1.8% active; AID 485270; OX1R-expressing cells, FRET antagonist read-out; O43613; inhibition, % at 6.6 µM; in the data active means inhibition mostly above about 38%, no sharp cut-off; inactive means mostly below about 40%;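 further: 0% = agonist challenge alone and 100% = reference antagonist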
Target sequence (O43613 whole entry, looked up): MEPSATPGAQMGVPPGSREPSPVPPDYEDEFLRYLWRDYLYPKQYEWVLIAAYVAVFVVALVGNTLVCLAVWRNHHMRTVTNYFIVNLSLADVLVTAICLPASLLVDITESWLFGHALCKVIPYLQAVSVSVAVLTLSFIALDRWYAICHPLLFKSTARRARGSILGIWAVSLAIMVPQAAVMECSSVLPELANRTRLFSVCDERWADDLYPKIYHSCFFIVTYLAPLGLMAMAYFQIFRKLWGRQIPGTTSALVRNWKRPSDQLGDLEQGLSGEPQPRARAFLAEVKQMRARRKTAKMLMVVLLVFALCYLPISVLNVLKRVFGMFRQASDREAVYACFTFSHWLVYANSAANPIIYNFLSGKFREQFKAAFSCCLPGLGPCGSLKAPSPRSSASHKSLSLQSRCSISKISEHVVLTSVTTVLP
OX1R antag-2 – antagonists of human orexin 1 receptor | AID 434989 | O43613 | 330,000 tested, 0.43% active | CHO/OX1R cells, Fluo-8 calcium fluorescence, orexin A | inhibition, % at 5 µM;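 active means inhibition above its plate's threshold, mean inhibition of all tested compounds on the plate plus 3 SD, cut at about 37% in these data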;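 further: 0% = orexin A challenge wells and 100% = SB-334867-A antagonist wells; not every result past the cut was called active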
Active calls of the source: *; i = inactive; / = not tested or not shown.

Compound,OX1R antag-2,CHT allo act,OX1R antag-1
CCCc1cc(NCC2CCCO2)n2c(nc3ccccc32)c1C#N (centres undefined),-32,i,22
O=C(N/N=C/c1ccc(O)cc1)c1cc(C23CC4CC(CC(C4)C2)C3)[nH]n1,-13,i,11
O=C1c2ccsc2SCCN1Cc1ccc(Cl)cc1,-27,i,9
COc1cccc(NC(=S)N(CCN2CCCCC2)Cc2ccco2)c1,-24,i,14
CCOC(=O)c1cn(Cc2ccccc2)nc1-c1ccccc1,-36,i,4
COc1ccc([C@H]2/C=C\CN(S(=O)(=O)c3cccc4cccnc34)[C@@H](C)C(=O)N2Cc2ccc(F)cc2)cc1,17,i,70*
COc1ccc(OC)c(NC(=O)NCCc2cccc(Cl)c2)c1,-15,i,20
N#Cc1ccsc1NC(=O)COc1ccc(-c2nnco2)cc1,-12,i,17
Cc1ccc(C(=O)NCCc2nnc3ccc(NCCCN4CCOCC4)nn23)cc1,-16,i,25
COCc1cc(C)nc(OCC(=O)N/N=C/c2cc(C)n(-c3c(C)cccc3C)c2C)c1C#N,-25,i,14
CN(C(=O)CSc1ncnc2sc3c(c12)CCCC3)C1CCS(=O)(=O)C1 (centres undefined),-19,/,9
COc1cc(C(F)(F)F)c(C(=O)N(C)Cc2cccc(Cl)c2)cn1,-25,i,16
CSc1ncccc1C(=O)OCCCC(=O)c1ccc(F)cc1,-5,/,13
COc1cccc(-c2nc(-c3ccncc3)no2)c1,-11,i,-2
O=C(Nc1ccccc1Br)C(=O)N1CCCC1,0,i,19
COc1ccc(NC(=O)c2nnn(CC(=O)Nc3ccccc3OC)c2N)c(OC)c1,-16,i,14
COc1ccc(S(=O)(=O)N=Nc2c(O)[nH]c3ccccc23)cc1,-8,i,28
O=C(N/N=C/C(Br)=C/c1ccccc1)c1cnccn1,14,i,12
CC(Oc1ccc(Cl)cc1)C(=O)N1CCN(C(=O)c2ccco2)CC1 (centres undefined),1,/,2
O=C(c1ccc(COc2ccc(F)cc2)o1)n1cccn1,-13,i,7
CCCCSc1nc(O)c(C2OC(=O)c3c2ccc(OC)c3OC)c(=O)n1C (centres undefined),-16,i,10
CC(C)(CNc1ccc([N+](=O)[O-])cc1C#N)N1CCOCC1,-16,i,25
CN(C)/C=C1\N=C(c2cccnc2Oc2ccc(Cl)cc2)OC1=O,-23,i,9
CC(C)(C)n1nc2c(c1NC(=O)Cc1cccc3ccccc13)CS(=O)C2 (centres undefined),-16,i,11
O=C(CN1C(=O)NC(Cc2ccccc2)C1=O)Nc1ccc(OC(F)F)cc1 (centres undefined),-4,i,19
COc1cccc(CNC(=O)c2csc3c2CCCC3)c1,-14,i,19
CCOC(=O)N1CCN(C(=O)CCCn2c(=S)[nH]c3ccc(Br)cc3c2=O)CC1,-42,i,14
O=C(Nc1ccc(Br)cc1)c1ccccc1CC[N+](=O)[O-],-8,i,10
Cc1cnc(C(=O)OCc2ccc(Br)cc2)cn1,-11,i,12
OCCCNc1nnc(-c2ccccc2)c2ccccc12,-13,i,-3
Cc1ccc(-c2noc(CCCC(=O)NC3CCCC3)n2)cc1,-3,i,16
CCOC(=O)c1cnc2c(-c3ccccc3OC)c(C)nn2c1C,-33,i,24
C#Cc1ccc([C@@H]2C=C(C(=O)NCc3ccccc3)O[C@H](OCCCCO)C2)cc1,-17,i,4
C/C(=N\NC(=O)c1nn(C)cc1Br)c1cccc(NC(=O)C2CCCC2)c1,-24,i,11
COCC1CCCN(Cc2cn(Cc3ccccc3)nc2-c2cc3ccccc3o2)C1 (centres undefined),-20,i,9
Cc1ccc(C(=O)Nc2cccc3ccccc23)o1,-5,i,17
CC(C)(C)c1ccc(C(=O)NC(=S)N2CCCCCC2)cc1,-32,i,7
CCCOc1ccc(-c2c(C(=O)N/N=C/c3ccncc3)nnn2-c2nonc2N)cc1,-22,i,14
O=S(=O)(c1cccc2nsnc12)N1CCN(C/C=C/c2ccccc2)CC1,-23,i,11
CC(C)n1c(SCC(=O)c2ccc3c(c2)OCCO3)nc2c1c(=O)n(C)c(=O)n2C,-10,i,21
C(=N\Nc1nc2ccccc2[nH]1)/c1cccc2cccnc12,-32,i,14
O=C(O)c1cc(S(=O)(=O)NCc2ccco2)c(Cl)cc1Cl,5,i,15
COC(=O)C1=C(C)N(Cc2ccccc2)C(=NCCc2ccccn2)N[C@H]1c1cccc(F)c1,-23,i,14
CCc1ccc(-c2nc(CN3CCC(C(=O)NCCN(CC)c4ccccc4)CC3)c(C)o2)cc1,-26,i,2
COc1ccc(C)cc1NC(=O)C1CCCN(S(=O)(=O)c2cnc[nH]2)C1 (centres undefined),-20,i,11
CN(C)c1ccc(/C=C2/SC(=O)N(CCN=C3NS(=O)(=O)c4ccccc43)C2=O)cc1,-23,i,11
CN(CC(=O)Nc1ccccc1N1CCCC1)S(=O)(=O)c1ccc(F)cc1,-41,i,18
COc1cc([N+](=O)[O-])cc(/C=N/NC(=O)CSc2ccccn2)c1O,-18,i,33
CCOc1ccc(NC(=O)CN(C)C(=O)CCCOc2ccc(Cl)c(C)c2)cc1OCC,-12,i,-5
CCn1c(COc2cc(C)ccc2C(C)C)nnc1SCC(=O)Nc1nccs1,-9,i,4
COc1ccccc1NC(=O)c1ccc(S(=O)(=O)N2CCOCC2)cc1,-4,i,7
Cc1c(C(=O)OCC(=O)N2CC(=O)Nc3ccccc32)oc2ccccc12,3,i,-60
OCCN1CCN(CC#CCC(c2ccccc2)c2ccccc2)CC1,-11,i,0
CCOC(=O)Cc1ccc2sc(-c3ccccc3)nc2c1,-22,i,1
CCOc1ccccc1-c1cc(C(=O)N/N=C/c2ccc(O)c(OC)c2)c2ccccc2n1,-12,i,23
COc1ccc(CCNC(=O)C(=O)NCC2CCCN2S(=O)(=O)c2ccccc2)cc1OC (centres undefined),-7,i,25
C=CCN1C(=O)N(c2ccc(Cl)cc2)C(=O)C1CC(=O)Nc1ccc(F)cc1 (centres undefined),-12,i,6
O=C(COC(=O)CCCCCN=C1NS(=O)(=O)c2ccccc21)Nc1ccc(Cl)c(Cl)c1,-15,i,4
CCC(=O)N/N=C/c1ccc(-c2ccc([N+](=O)[O-])cc2)o1,-7,i,42
O=C(c1cccnc1NCc1ccc(F)cc1)N1CCOCC1,-14,i,9

The list continues:
Compound,OX1R antag-2,CHT allo act,OX1R antag-1
CCOc1ccc(S(=O)(=O)N2CCC(C(=O)NC3CC3)CC2)cc1C,-12,i,18
Cc1ccc(S(=O)(=O)N2CCC(C(=O)Nc3nnc(C)s3)CC2)cc1,-6,i,16
COc1ccc(CCn2c(O)c(C=Nc3cccc(F)c3)c(=O)[nH]c2=O)cc1OC,-10,i,4
O=[N+]([O-])c1ccc(S(=O)(=O)N2CCN(c3ccc(N4CCOCC4)nn3)CC2)cc1,-9,i,46*
Cc1cccc(NS(=O)(=O)c2ccc([N+](=O)[O-])cc2)n1,10,i,37
Cc1ccc(NC(=S)/N=C(\N)Nc2nc(C)c3ccccc3n2)cc1C,-34,i,48
O=C(CN1CCN(c2ccccc2F)CC1)Nc1nnc(C(F)(F)F)s1,-21,i,-5
CCN(CC)S(=O)(=O)c1ccc(OC)c(NC(=O)c2cc([N+](=O)[O-])ccc2Cl)c1,-10,i,43
COc1ccc2oc(C(=O)NCc3ccco3)c(C)c2c1,-13,i,2
COc1ccc(NC(=O)CN(C)S(=O)(=O)c2cnc[nH]2)cc1Cl,-2,i,4
COc1ccc(C)cc1NC(=O)C(OC(=O)c1cnccn1)c1ccccc1 (centres undefined),-25,i,3
COC(=O)C1=C(C)N(Cc2ccccc2)C(=NCc2ccccc2)N[C@H]1c1ccccc1,35,/,15
CN1CCN(c2ccccc2NC(=O)c2ccc(OCc3ccccc3)cc2)CC1,-20,i,7
CCOc1ccc(CC(C(N)=O)C(N)=O)cc1CN(C)C,-16,i,-4
Cc1ccc(-c2cc(C(=O)n3cnc4ccccc43)c3ccccc3n2)cc1C,-22,i,14
COc1ccc2sc(N3C(=O)CC(Cc4cccc(C)c4)C3=O)nc2c1 (centres undefined),-24,i,4
CC(=O)N(Cc1ccco1)C1(C(=O)NC2CCCC2)CCCCC1,-19,i,1
CCCCn1c(O)c(/C=C2\C=NN=C2c2ccccc2)sc1=S,-29,i,8
Cc1ccsc1C(=O)Nc1nc2ccccc2[nH]1,-18,i,27
CC/C(=N/O)C(=O)c1ccc(Br)cc1,-3,i,20

3 neighbouring entries out of the list so far:
Compound,OX1R antag-2,CHT allo act,OX1R antag-1
COc1ccc2oc(C(=O)NCc3ccco3)c(C)c2c1,-13,i,2
COc1ccc(NC(=O)CN(C)S(=O)(=O)c2cnc[nH]2)cc1Cl,-2,i,4
COc1ccc(C)cc1NC(=O)C(OC(=O)c1cnccn1)c1ccccc1 (centres undefined),-25,i,3

One compound at a time, as listed above:
`O=C(CN1CCN(c2ccccc2F)CC1)Nc1nnc(C(F)(F)F)s1` as listed: OX1R antag-2: -21; CHT allo act: i; OX1R antag-1: -5
`CCCCn1c(O)c(/C=C2\C=NN=C2c2ccccc2)sc1=S` as listed: OX1R antag-2: -29; CHT allo act: i; OX1R antag-1: 8

Next records
Compound,OX1R antag-2,CHT allo act,OX1R antag-1
CCSC1=C(C#N)C(c2ccc(Cl)cc2)C2=C(CCCC2=O)N1 (centres undefined),-20,i,8
COc1ccc(CN2C=C3C(=O)C(C)(OC(=O)CCc4ccccc4)C(=O)C=C3C=C2c2ccc(C#N)cc2)cc1 (centres undefined),-9,i,14
CC(C)(CO)N=Cc1c(O)[nH]c2ccccc12,-5,i,23
COc1cccc(NC(=S)/C(=C(\[O-])c2ccc([N+](=O)[O-])cc2)[n+]2ccccc2)c1,-10,i,12
CCOc1ccc(NC(=O)C2CC(=O)OC2c2ccccc2)cc1 (centres undefined),-12,i,13
Cc1ccc(NC(=O)CSc2ncccn2)cc1F,-15,i,-2
O=Nc1c(O)n(Cc2ccccc2)c2ccccc12,-5,i,6
CCOC(=O)c1[nH]nc(C(=O)c2ccc(Br)cc2)c1O,-5,i,8
COc1nc(-c2ccc(C)cc2)ccc1-c1noc(-c2ccco2)n1,-16,i,6
Cc1ccc(S(=O)(=O)Nc2ccccc2F)cc1C(=O)OC(C)C(=O)N1CCOCC1 (centres undefined),-27,i,27
O=C(COC(=O)C1(c2ccc(Cl)cc2)CCCC1)NC1CCS(=O)(=O)C1 (centres undefined),-9,i,11
Cc1nn(C(C)C(=O)NCc2cccs2)c(C)c1[N+](=O)[O-] (centres undefined),-27,i,14
CC(NC(=O)CN(c1ccc(F)cc1)S(C)(=O)=O)c1ccccc1 (centres undefined),-16,i,6
O=C(O)c1nn2c(c1Br)NC(c1ccccc1)CC2C(F)(F)F (centres undefined),8,i,9
CCOc1cc(/C=C2\COc3ccccc3C2=O)ccc1OCC(=O)N(C)C,-30,i,-1
Cc1ccc(NC(=S)NNC(=O)Cn2nc([N+](=O)[O-])cc2C)cc1,-1,i,15
Clc1cc(NC2CCCCC2)ncn1,-7,i,-1
CCN(CC)c1ccc(C(=S)NCc2ccccc2)cc1,-25,i,13
COc1ccc(-n2c(=S)[nH]c3cc(C(=O)NCc4cccnc4)ccc3c2=O)c(OC)c1,-11,i,12
CCN(CC)S(=O)(=O)c1ccc2nnn(O)c2c1,0,i,41
Cc1ccc(S(=O)(=O)N2CCN(C(=O)C3CCCO3)CC2)cc1 (centres undefined),-9,i,3
CCCCN(S(=O)(=O)c1ccccc1)S(=O)(=O)c1ccccc1,-32,i,7
S=c1[nH]nc(-c2ccncc2)n1/N=C/c1cccc2ccccc12,-13,i,4
COc1ccc(C(=O)NN=C(Cc2ccccc2)Cc2ccccc2)cc1OC,1,i,21
Cc1ccc(C(=O)CCS(=O)(=O)c2ccc(Cl)cc2)cc1,-1,i,3
CCOC(=O)Cn1nc(C)c(NC(=O)COc2ccc(C)c(C)c2)c1C,-19,i,7
COc1ccc(N2CC(C(=O)OCC(=O)Nc3cccc(C)c3)CC2=O)cc1 (centres undefined),-5,i,4
CN(C)c1ccc(NC(=S)NC(=O)/C=C/c2ccc(Cl)cc2)cc1,-12,i,20
O=C(N/C(=C/c1cccc([N+](=O)[O-])c1)C(=O)N1CCCCCC1)c1ccco1,-6,i,41
Oc1cc2c(cc1CN1CCN(c3cccc(C(F)(F)F)c3)CC1)CCC2,-23,i,15
CC(=O)c1ccc(-c2cccc([C@H]3[C@@H]4C=CC[C@@H](C)[C@@H]4C(=O)N3Cc3ccccc3)c2)cc1,-16,/,27
Clc1ccc(OCCn2ccnc2)c(Br)c1,-4,i,4
Cc1ccc(S(=O)(=O)N2CCC(C(=O)N3CCC(C(=O)NCc4cccnc4)CC3)CC2)cc1,0,i,3
COc1ccc(NC2CCCN(C(=O)c3csc(C(C)C)n3)C2)cc1OC (centres undefined),-4,i,8
CC(=O)c1ccc(-c2cccc(-c3nc4ccccn4c3NC3CCCCC3)c2)cc1,-18,i,42
OCC1OC(n2cnc3c(NC4CCCC4)ncnc32)C(O)C1O (centres undefined),-4,i,5
O=C1c2ccccc2C(=O)N1Cc1cc(-c2ccccc2)no1,-8,i,8
